Screens: PubChem, The Scripps Research Institute Molecular Screening Center
PLC-gamma1 inh: inhibitors of human phospholipase C gamma1; P19174; purified PLC-gamma1, fluorogenic substrate, fluorescence; inhibition, % at 12.2 µM; 370,000 tested, 0.84% active; AID 720700; in the data active means inhibition above about 9.5%
ASAP1 inh: blocks human ASAP1-stimulated Arf1 GTP hydrolysis; GDP FP detection; inhibition, % at 16.5 µM; 360,000 tested, 0.19% active; in the data active means inhibition above about 25%;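 further: 0% = vehicle with enzyme and substrate and 100% = no enzyme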
DDE Tn6 FP inh: DD(E)-Tn6 binding inhibition, primary FP screen; inhibition, % at 8.3 µM; 370,000 tested, 0.21% active; P02675; Fibrin DD(E) TRITC-Tn6 fluorescence polarization displacement;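 active means inhibition above a per-campaign cutoff: mean of compounds within control limits plus 3 SD, cut at about 15% in these data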;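 further: 0% = median of all compound wells on the plate and 100% = blocking peptide control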
Target sequence (P02675 whole entry, looked up): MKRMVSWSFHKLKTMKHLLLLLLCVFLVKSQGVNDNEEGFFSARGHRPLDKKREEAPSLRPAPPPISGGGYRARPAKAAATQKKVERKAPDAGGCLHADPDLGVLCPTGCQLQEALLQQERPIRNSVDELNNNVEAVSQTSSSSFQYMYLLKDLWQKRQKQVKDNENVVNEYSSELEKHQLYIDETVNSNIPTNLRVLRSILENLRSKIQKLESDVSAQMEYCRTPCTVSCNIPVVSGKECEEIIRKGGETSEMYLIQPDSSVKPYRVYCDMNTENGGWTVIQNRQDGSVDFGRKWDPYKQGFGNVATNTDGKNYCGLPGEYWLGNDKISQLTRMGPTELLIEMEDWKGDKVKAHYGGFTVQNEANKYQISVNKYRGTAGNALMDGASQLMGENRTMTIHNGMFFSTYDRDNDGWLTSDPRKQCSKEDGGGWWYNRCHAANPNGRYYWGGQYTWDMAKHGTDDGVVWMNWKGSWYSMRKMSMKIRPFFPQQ
ADAM10 inh: ADAM10 inhibition, QFRET primary screen. recombinant ADAM10, EDANS/DABCYL FRET peptide cleavage, 3 h. AID 720582. inhibition, % at 7 µM. 370,000 tested, 0.62% active;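 active means inhibition above a per-campaign cutoff equal to the mean of compounds falling between control-based bounds plus 3 SD, cut at about 20% in these data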;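 further: 0% = DMSO wells while the 100% control is not disclosed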
Target sequence (O14672 214-748 limits assumed): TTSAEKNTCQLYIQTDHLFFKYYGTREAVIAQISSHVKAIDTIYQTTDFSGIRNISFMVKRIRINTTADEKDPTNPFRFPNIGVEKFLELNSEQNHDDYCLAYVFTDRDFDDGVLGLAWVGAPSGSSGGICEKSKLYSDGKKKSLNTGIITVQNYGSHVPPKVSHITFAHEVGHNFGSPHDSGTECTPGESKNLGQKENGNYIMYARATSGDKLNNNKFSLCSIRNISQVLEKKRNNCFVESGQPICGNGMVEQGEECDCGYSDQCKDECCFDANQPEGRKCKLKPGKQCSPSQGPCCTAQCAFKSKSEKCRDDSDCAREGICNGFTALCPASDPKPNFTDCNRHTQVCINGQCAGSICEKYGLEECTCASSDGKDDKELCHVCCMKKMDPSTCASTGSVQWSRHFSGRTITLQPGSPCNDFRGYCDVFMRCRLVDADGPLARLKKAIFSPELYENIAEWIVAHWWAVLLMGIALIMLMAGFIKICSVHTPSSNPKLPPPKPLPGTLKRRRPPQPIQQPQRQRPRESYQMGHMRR
ARFGAP1 inh: inhibits rat ARF GTPase activating protein 1. 360,000 tested, 0.26% active. Arfgap1-stimulated ARF1 GTP hydrolysis, GDP FP detection. inhibition, % at 16.5 µM. Q62848;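 active means inhibition above a per-plate limit, mean inhibition of low control wells plus 3 SD, cut at about 25% in these data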;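 further: 0% = DMSO wells with enzyme and 100% = wells lacking Arfgap1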
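Assay system: purified rat His6-Arfgap1 residues 1-136 (GAP domain); Reagent: human Δ17 ARF1 bound to GTP; Dosing: 16.5 µM single point, 1.26% DMSO; Times: GTP hydrolysis reaction 2 h at 25 °C; Signal: FP, GDP Alexa 633 tracer displaced from anti-GDP antibody, 620/688 nm; Measure: % inhibition from polarization.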
SIAE inh: inhibitors of human sialic acid acetylesterase SIAE; SIAE FP-Rh probe binding, fluorescence polarization; inhibition, % at 9.66 µM; 370,000 tested, 0.69% active;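 active means inhibition above a cutoff: mean of compounds within the control limits plus 3 SD of those, cut at about 17% in these data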;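 further: 0% = plate median of compound wells and 100% = probe without SIAE protein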
ADAM17 inh: inhibits human ADAM17. P78536. inhibition, % at 6.95 µM. 370,000 tested, 0.83% active. recombinant ADAM17, EDANS/DABCYL FRET peptide cleavage;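 active means inhibition above the mean of compounds lying between control limits plus 3 SD, set per campaign, cut at about 8.5% in these data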;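 further: 0% = DMSO-only wells as the low control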
Tn7 DDE FP: disrupts Tn7 cyclic peptide binding to fibrin D-Dimer-E complex | P02675 | FP displacement of FITC-Tn7 peptide from fibrin DD(E); 0% = median of compound wells per plate | inhibition, % at 8.3 µM | 370,000 tested, 0.13% active | AID 720508;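 active means inhibition above the mean of compounds falling within the control limits plus 3 SD of them, cut at about 14% in these data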;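 further: 0% = plate median of compound wells and 100% = 10 µM Aha-Tn7 peptide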
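assay system = human clot-derived fibrin DD(E) complex | quantity = Fibrin-DD(E) at 2 µM final | timing = 10 min preincubation, 3 h with tracer, room temperature | signal = fluorescence polarization | measure = percent inhibition | benchmarks = high control wells with 10 µM unlabelled Aha-Tn7 peptide (full inhibition) | replicates = singlicate testing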
TDP2 absorb: TDP2 (human) inhibition, absorbance primary screen | O95551 | recombinant TDP2, T5PNP hydrolysis, p-nitrophenol absorbance 415 nm | inhibition, % at 12.8 µM | 370,000 tested, 0.34% active | AID 720702;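 active means inhibition above the mean of all tested compounds plus 3 SD, set per campaign, cut at about 25% in these data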;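 further: 0% = DMSO with enzyme and 100% = buffer with substrate but no TDP2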
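Evaluation: % inhibition relative to enzyme-containing and enzyme-free wells. Material: recombinant human TDP2. Benchmarks: enzyme-free and DMSO wells. Timing: enzyme reaction with compound for 2 h at 37 °C. Compound dosing: 12.8 µM only. Measured by: p-Nitrophenol epi absorbance. Reagent: T5PNP substrate at 5 mM, a TopII-DNA adduct mimic. Replication: single well per compound.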
PLCb3 inh: PLC-beta3 (human) inhibition, primary screen | Purified PLC-beta3, fluorogenic substrate, fluorescence | inhibition, % at 12.2 µM | 370,000 tested, 0.18% active | AID 720704 | Q01970; in the data active means inhibition above about 11%;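 further: 0% = median of compound wells on plate and 100% = full blocker control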
Starred values were filed as active, the others as inactive; i = inactive; / = not tested or not shown.

No. | SMILES | ASAP1 inh | PLCb3 inh | Tn7 DDE FP | TDP2 absorb | PLC-gamma1 inh
1 | CC(=O)Oc1cc(C)cc2oc(=O)cc(-c3ccccc3)c12 | 10 | -11 | 1 | -4 | -2
2 | O=C(Nc1ccnn1C1CCN(Cc2cccc(OCCO)c2)CC1)C1CC1 | -11 | -3 | -1 | -5 | -1
3 | CN1C2CCC1CC(NS(=O)(=O)c1ccc(C#N)cc1)C2 (configuration not stated) | -11 | -7 | 7 | -6 | 1
4 | O=C(CCC(=O)Nc1ccc(Cl)cc1Cl)NNC(=O)Nc1ccccc1 | 0 | 6 | 4 | -1 | 5
5 | CCC1CCCCN1CCCNC(=O)CSc1nc2nc(C)c(Cc3ccccc3Cl)c(C)n2n1 (configuration not stated) | 0 | -4 | 7 | -6 | 2
6 | CC(C)(C)c1ccc(C(=O)N2CCC(C(=O)NCc3ccco3)CC2)cc1 | 7 | -1 | -1 | -1 | 3
7 | Cn1nc(-c2ccc(OCC(=O)Nc3cccnc3)cc2)c2ccccc2c1=O | 2 | 1 | -6 | -9 | 3
8 | CN(C)CCNC(=O)c1cccc(NS(=O)(=O)c2ccc(Cl)c(Cl)c2)c1 | 5 | -4 | -5 | -6 | 3
9 | Cc1cccc(CN2C(=O)c3ccccc3Sc3ccc(C(=O)O)cc32)c1 | -1 | -50 | -2 | -4 | 0
10 | Cc1c(CCC(=O)O)c(=O)oc2cc(O)ccc12 | 4 | i | 1 | 12 | i
11 | COc1cccc(CCNC(=O)CCc2nnc(Cc3cc(OC)ccc3OC)o2)c1 | 3 | -6 | 8 | 9 | 0
12 | COc1ccc(Cl)cc1NC(=O)COC(=O)Cc1cccs1 | 7 | -9 | 6 | 0 | 2

No. | DDE Tn6 FP inh | ADAM17 inh | ADAM10 inh | SIAE inh | ARFGAP1 inh
1 | 5 | -3 | -5 | 1 | -9
2 | 11 | 0 | -10 | -6 | 11
3 | 5 | -4 | 0 | -9 | -6
4 | 3 | 0 | 6 | -4 | 3
5 | 10 | -2 | 1 | 1 | 12
6 | -2 | -2 | -5 | 17* | 12
7 | -1 | -2 | 5 | -2 | 4
8 | 7 | 0 | 2 | 2 | -5
9 | -7 | -2 | -10 | -8 | -3
10 | -6 | i | i | 7 | 4
11 | 10 | -1 | 5 | 1 | -1
12 | -4 | 0 | 0 | 7 | 1

No. | SMILES | ASAP1 inh | PLCb3 inh | Tn7 DDE FP | TDP2 absorb | PLC-gamma1 inh
13 | Cc1nn(Cc2ccc([N+](=O)[O-])cc2)c(=O)n1N(C)c1ncc(C(F)(F)F)cc1Cl | 4 | -3 | 4 | -5 | -1
14 | Cc1[nH]nc2c1C(C1CC=CCC1)C(C#N)=C(N)O2 (configuration not stated) | 2 | 0 | 2 | -4 | -1
15 | O=C(NC1CCCC1)[C@@H]1CCCN1C(=O)[C@@H](NC(=O)N1CCOCC1)c1ccccc1 | 18 | 7 | -2 | -7 | 2
16 | Cc1nc(NC(=S)Nc2ccccc2)sc1C | 15 | 1 | 5 | 5 | 2
17 | CC(=O)NC1=C(Nc2ccc(N(C)C)cc2)C(=O)c2ccccc2C1=O | -16 | -1 | 1 | -6 | -1
18 | CCc1ccc(C(=O)Nc2cc(C)on2)o1 | -8 | -2 | 5 | -1 | -3
19 | CSc1nc(C)c2c(n1)N(c1ccc(F)cc1)CC2 | 8 | 1 | 6 | 3 | -2
20 | O=S(=O)(Nc1ccc2c(c1)OCCO2)c1cccc2cccnc12 | 1 | 0 | 8 | 7 | 1
21 | CSCC[C@H](NC(=O)N1CCn2c1nc1ccccc12)C(=O)NC1CCCCC1 | 17 | -6 | -6 | 7 | -2
22 | O=C(Nc1ccc(-c2ccc3nncn3n2)cc1)C1CCCCC1 | 1 | -235 | -4 | -12 | -152
23 | CCOC(=O)[C@]12CCCCC/C=C\1N(CCc1ccc(Cl)cc1)C(=O)[C@H]2CC(=O)NCc1cccc2ccccc12 | / | 0 | 0 | 6 | 1
24 | CCOc1ccccc1NC(=O)CSc1ccc(-c2ccco2)nn1 | -6 | -7 | -2 | -4 | -3

No. | DDE Tn6 FP inh | ADAM17 inh | ADAM10 inh | SIAE inh | ARFGAP1 inh
13 | 0 | -4 | -3 | 2 | -12
14 | 5 | -4 | -4 | -2 | 8
15 | 3 | 1 | -2 | -1 | 21
16 | 1 | -1 | 0 | 4 | -4
17 | 9 | 2 | 8 | 3 | -12
18 | 0 | -1 | -3 | -1 | 1
19 | -8 | -5 | 3 | -6 | 7
20 | 2 | -3 | 8 | -5 | 3
21 | -3 | -3 | 1 | 1 | 4
22 | 0 | -16 | -31 | -11 | 5
23 | -6 | 5 | 6 | -7 | /
24 | -15 | -2 | 5 | 6 | -2

An excerpt from above, reduced to PLC-gamma1 inh, TDP2 absorb and ADAM17 inh:
#	Molecule	PLC-gamma1 inh	TDP2 absorb	ADAM17 inh
15	O=C(NC1CCCC1)[C@@H]1CCCN1C(=O)[C@@H](NC(=O)N1CCOCC1)c1ccccc1	2	-7	1
16	Cc1nc(NC(=S)Nc2ccccc2)sc1C	2	5	-1
17	CC(=O)NC1=C(Nc2ccc(N(C)C)cc2)C(=O)c2ccccc2C1=O	-1	-6	2

Following part.
No. | SMILES | ASAP1 inh | PLCb3 inh | Tn7 DDE FP | TDP2 absorb | PLC-gamma1 inh
25 | N#Cc1ccc(CN(c2ccncc2)S(=O)(=O)c2ccccc2)cc1 | 3 | -3 | 0 | -25 | 8
26 | CCOC(=O)Cc1csc(NC(=O)Cc2cccs2)n1 | 0 | -1 | 2 | 2 | -3
27 | COc1ccc(CCNC(=O)Nc2nnc([C@@H]3C[C@H](O)[C@@H](CO)O3)s2)cc1OC | 5 | 1 | -4 | 5 | 2
28 | CCOc1ccc(-n2c(SCC(=O)OC)nc3sc4c(c3c2=O)CCN(C)C4)cc1 | 4 | -59 | -7 | -3 | -41
29 | NS(=O)(=O)c1ccc(N2CCOCC2)c(C(=O)NCc2cccs2)c1 | 12 | 0 | 8 | -5 | -1
30 | CCOC(=O)Cc1csc(SCC(=O)Nc2ccc3[nH]c(=O)[nH]c3c2)n1 | 6 | -8 | 10 | 10 | 0
31 | CCOC(=O)c1sc(NC(=O)CN2C(=O)C3CC=CCC3C2=O)nc1C (configuration not stated) | -3 | -5 | -5 | 8 | 2
32 | O=C(c1c[nH]c(C(=O)C(Cl)(Cl)Cl)c1)c1ccc(F)cc1F | 4 | 3 | 1 | 9 | 2
33 | Cc1ccc(C(=O)N/C(=C\c2sccc2C)C(=O)NCc2ccco2)cc1 | 1 | 4 | 5 | -1 | 3
34 | COCCNC(=O)COc1ccc(C)cc1C | -7 | 4 | -10 | -5 | 9
35 | COc1ccc(NC(=S)NC23CN4CN(CN(C4)C2)C3)c(OC)c1 | 1 | 0 | -7 | -11 | 4
36 | O=C(COC(=O)CCCN=C1NS(=O)(=O)c2ccccc21)NNC(=O)c1ccccc1 | 7 | -8 | -9 | -4 | 3

No. | DDE Tn6 FP inh | ADAM17 inh | ADAM10 inh | SIAE inh | ARFGAP1 inh
25 | 7 | 6 | 7 | -4 | 5
26 | -4 | 2 | -2 | 1 | -2
27 | -8 | -4 | -14 | -1 | 0
28 | 0 | -8 | -24 | 3 | 14
29 | 8 | -1 | -6 | 4 | -7
30 | -1 | -8 | -24 | 4 | 2
31 | -1 | -4 | -5 | -1 | -6
32 | -4 | -2 | 0 | 9 | -6
33 | -1 | -2 | 2 | 1 | -11
34 | 6 | 0 | 9 | -6 | -2
35 | -5 | 3 | 15 | 5 | -7
36 | -2 | -2 | -12 | 1 | -5

No. | SMILES | ASAP1 inh | PLCb3 inh | Tn7 DDE FP | TDP2 absorb | PLC-gamma1 inh
37 | O=C(N/N=C/c1ccccn1)c1cc([N+](=O)[O-])cc([N+](=O)[O-])c1 | 7 | 3 | -2 | -13 | 5
38 | COC(=O)c1cc(NC(=O)C(C)c2ccc(CC(C)C)cc2)ccc1O (configuration not stated) | -1 | -34 | -6 | -7 | -33
39 | Cc1ccc(-c2ccc(/C=N/n3cnnc3)o2)cc1Cl | -6 | -8 | 10 | 3 | -9
40 | O=[N+]([O-])c1ccc(/C=N\N2CCN(c3ccc(Cl)cc3)CC2)cc1 | 3 | 5 | 1 | 0 | 0
41 | C=CCc1ccc(OC)c(OC)c1 | 3 | 2 | 5 | -13 | 4
42 | CC1CN(C(=O)COC(=O)c2nn(-c3ccccc3)c(=O)c3ccccc23)CC(C)O1 (configuration not stated) | -11 | 2 | -1 | 0 | -1
43 | NNC(=O)c1ccc(COc2ccc3c(c2)CCC3)o1 | 3 | -16 | -1 | -1 | -1
44 | Cc1cc(C)nc(N2CCC(C(=O)NCCc3ccc(Cl)cc3)CC2)n1 | -1 | -11 | 3 | 6 | -2
45 | CCOc1ccccc1NC(=O)COc1coc(CN2CCc3ccccc32)cc1=O | 21 | -8 | -6 | 3 | 0
46 | COc1ccc(C2Nc3ccccc3C(=O)N2Cc2ccco2)cc1COc1ccc(F)cc1 (configuration not stated) | -8 | -188 | 3 | -8 | -147
47 | COc1ccc(-c2ccccc2[C@H]2[C@@H]3C=CC[C@@H](C)[C@@H]3C(=O)N2Cc2ccccc2)cc1 | 0 | 1 | -13 | -12 | 2

No. | DDE Tn6 FP inh | ADAM17 inh | ADAM10 inh | SIAE inh | ARFGAP1 inh
37 | 3 | -1 | 9 | 2 | 4
38 | 1 | 2 | -5 | -5 | 5
39 | 11 | -14 | -44 | -4 | -9
40 | 1 | 2 | 2 | 7 | -2
41 | -8 | -1 | -16 | -5 | -1
42 | -1 | 0 | 9 | 0 | 2
43 | -4 | 1 | -8 | -1 | 15
44 | 2 | -3 | -2 | -6 | 1
45 | 6 | -4 | -2 | 4 | 8
46 | -7 | -85 | -308 | 1 | 0
47 | -2 | 2 | -7 | 0 | -3

Entries of single compounds as entered above:
COc1ccc(C2Nc3ccccc3C(=O)N2Cc2ccco2)cc1COc1ccc(F)cc1 (configuration not stated) as listed: ASAP1 inh = -8; PLCb3 inh = -188; Tn7 DDE FP = 3; TDP2 absorb = -8; PLC-gamma1 inh = -147; DDE Tn6 FP inh = -7; ADAM17 inh = -85; ADAM10 inh = -308; SIAE inh = 1; ARFGAP1 inh = 0
O=[N+]([O-])c1ccc(/C=N\N2CCN(c3ccc(Cl)cc3)CC2)cc1 as listed: ASAP1 inh = 3; PLCb3 inh = 5; Tn7 DDE FP = 1; TDP2 absorb = 0; PLC-gamma1 inh = 0; DDE Tn6 FP inh = 1; ADAM17 inh = 2; ADAM10 inh = 2; SIAE inh = 7; ARFGAP1 inh = -2
